Compound activity (PubChem BioAssay)
EPAC1 antagonist: antagonists of human EPAC1; 0.14% of 360,000 active; O95398; AID 720709; EPAC1 GEF assay, Rap1b-BODIPY-GDP exchange fluorescence; Potency, µM (highest dose often 115 µM), inactives show at the highest dose activity change, negative = inhibition, actives largely listed as inhibitors;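 further: potency means the concentration at half of the fitted maximal effect; plate controls were vehicle for no effect and positive control for full effect; nearly all actives have a fitted effect of over 50% in size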
PLK1 PBD inh: blocks phosphopeptide binding to human PLK1 polo-box domain; P53350; Plk1 PBD binding of FITC phosphopeptide, fluorescence polarization; Potency, µM, for the others: max response, negative = inhibition, hits mostly inhibitors; 2.8% of 360,000 active; further: potency means the concentration at half of the fitted maximal effect; series mostly up to about 57 µM; on the % scale 0 is the no-effect control and ±100 the full control effect; nearly all actives have a fitted effect of over 65% in size
EPAC1 ag: agonists of human EPAC1. O95398. EPAC1 agonist qHTS, biochemical assay; response scale: 100% = response to 6.5 mM cAMP. Potency, µM (doses to about 154 µM), for the others: top-dose activation, hits mostly activators. 0.073% of 360,000 active. AID 720707; further: potency means the concentration at half of the fitted maximal effect; nearly all actives have a fitted effect of over 60% in size
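Nucleotide exchange assay: 100 nM EPAC1 with 250 nM Rap1B loaded with BODIPY-GDP and 50 uM GDP, room temperature. Fluorescence (480/540 nm) read every 5 min for 30 min; signal change normalized to 6.5 mM cAMP as full agonist.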
PI5P4Ka inh: inhibitors of human PI5P4K alpha; AID 652105; 1.2% of 330,000 active; PI5P4Kalpha enzyme, ADP-Glo luminescence, 60 min; active compounds read low; max response, %; active means max response of -50% or lower; inconclusive means between -30% and -50%; inactive means -30% or higher; further: value at the top dose of about 77 µM; on the % scale 0 is the no-effect control and ±100 the full control effect
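Luminescence from ADP-Glo served as readout of PI5P4Kalpha activity in a qHTS format. Reaction: enzyme, substrate, compound, ATP at 5 microM final, 60 min at RT.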
CCT chaperon mod: cytosolic chaperonin activity modulation; purified chaperonin ATPase assay, HTRF ADP detection, 30 min; activity change, % (concentration not given with the values), hits read low; 0.3% of 360,000 active; AID 651819; in the data active means activity change below about -30%; further: on the % scale 0 is the no-effect control and ±100 the full control effect
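First, chaperonin was dispensed at 40 nM or 20 nM final depending on batch activity. Next, compounds were pinned at 76 uM and ATP added at 10 uM. After 30 min at 37 °C, ADP detection reagents ran 30 min at ambient temperature.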
EPAC2 ag: activates human EPAC2 exchange factor; EPAC2 activation, biochemical qHTS; response scale: 100% = 6.5 mM cAMP response; Potency, µM (highest dose often 154 µM), for inactives: at the highest dose activation, actives largely listed as activators; 0.079% of 360,000 active; Q8WZA2; AID 720711; further: potency means the concentration at half of the fitted maximal effect; nearly all actives have a fitted effect of over 50% in size
Target sequence (Q8WZA2 whole entry, looked up): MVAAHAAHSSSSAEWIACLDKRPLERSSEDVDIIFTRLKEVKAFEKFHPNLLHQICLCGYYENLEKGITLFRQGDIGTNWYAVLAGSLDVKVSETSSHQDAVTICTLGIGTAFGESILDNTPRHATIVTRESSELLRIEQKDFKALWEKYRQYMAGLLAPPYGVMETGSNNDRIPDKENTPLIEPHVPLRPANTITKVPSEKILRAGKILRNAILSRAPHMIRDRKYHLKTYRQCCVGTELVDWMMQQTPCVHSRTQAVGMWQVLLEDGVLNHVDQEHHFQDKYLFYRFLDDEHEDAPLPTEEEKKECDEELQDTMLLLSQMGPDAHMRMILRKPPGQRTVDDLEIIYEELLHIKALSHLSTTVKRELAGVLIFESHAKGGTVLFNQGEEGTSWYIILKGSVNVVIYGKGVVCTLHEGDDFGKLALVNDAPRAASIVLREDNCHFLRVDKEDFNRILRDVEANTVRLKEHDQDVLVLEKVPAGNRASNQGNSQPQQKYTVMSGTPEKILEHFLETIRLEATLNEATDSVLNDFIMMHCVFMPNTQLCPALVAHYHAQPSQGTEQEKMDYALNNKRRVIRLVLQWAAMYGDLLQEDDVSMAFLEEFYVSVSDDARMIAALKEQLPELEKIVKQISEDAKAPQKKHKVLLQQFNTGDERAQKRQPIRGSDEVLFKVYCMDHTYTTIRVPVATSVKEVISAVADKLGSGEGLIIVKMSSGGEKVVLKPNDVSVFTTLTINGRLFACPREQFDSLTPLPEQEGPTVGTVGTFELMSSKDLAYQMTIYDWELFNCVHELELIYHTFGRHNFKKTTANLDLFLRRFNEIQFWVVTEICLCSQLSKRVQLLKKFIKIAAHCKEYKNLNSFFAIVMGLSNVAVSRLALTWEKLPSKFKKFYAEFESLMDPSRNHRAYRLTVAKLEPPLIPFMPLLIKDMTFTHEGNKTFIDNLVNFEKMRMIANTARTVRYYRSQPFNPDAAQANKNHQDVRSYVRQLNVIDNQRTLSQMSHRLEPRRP
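Readout is BODIPY fluorescence (480 nm excitation, 540 nm emission), which falls as labeled GDP is exchanged off Rap1B. EPAC2 at 100 nM acted on 250 nM RAP1B-BODIPY-GDP with 50 uM GDP present.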
IL-2 act: activators of IL-2; IL-2 activation reporter assay, cell-based qHTS; stimulated with anti-CD3/CD4/CD28 beads; in transgenic mouse T cells; activation, % (series mostly up to about 46 µM); 0.065% of 360,000 active; AID 652025; in the data active means activation above about 50%; inconclusive means mostly about 30% to 49%; further: 0% is about no effect
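Readout is EGFP and DsRed signal by fluorescent plate cytometry after 18 h at 37 degrees C. Transgenic mouse T cells (750/well) received compound for 60 min before bead stimulation (anti-CD3, anti-CD4, anti-CD28); memory T cells served as non-tolerant control.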
WRN inhibitor: WRN helicase (human) inhibition | Q14191 | WRN helicase unwinding, fluorescent forked duplex, kinetic | Potency, µM (highest dose often 114 µM), without a hit: at the top dose activity change, negative = inhibition, actives largely listed as inhibitors | 0.46% of 360,000 active | AID 651768; further: potency means the concentration at half of the fitted maximal effect; on the % scale 0 is the no-effect control and ±100 the full control effect; nearly all actives have a fitted effect of over 55% in size
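WRN at 20 nM final was preincubated with compound for 15 min at room temperature; reaction started with 100 nM forked duplex oligonucleotide carrying fluorophore and quencher plus 2 mM ATP (final). Unwinding followed kinetically by red fluorescence (ex 525/em 598 nm).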
The depositor's hits bear a star; ? = inconclusive; . = no result given; [ ] = dose if it differs, or a comment. Unless noted, the call rests on the fitted dose curve; in most records, active means well fitted curve in the direction sought with a large enough effect; inconclusive means small, poorly fitted or top-dose-only effect, or another doubt; inactive means no such curve, though single readings can be large; an effect the other way counts as inactive or inconclusive. The list is partial; the hit share may differ from the screen's.

SMILES | EPAC1 antagonist | PLK1 PBD inh | EPAC1 ag | PI5P4Ka inh | CCT chaperon mod | EPAC2 ag | IL-2 act | WRN inhibitor
Nc1ccc2oc(-c3cccc4ccccc34)nc2c1 | -3% | -7% | 20% | -6 | 1.2 | 15% | 2.8 | 2%
COc1ccccc1N1CCN(C(c2cccs2)C(C)NC(=O)c2cccnc2)CC1 (stereo unspecified) | 8% | -11% | -8% | 0 | -0.1 | 1% | -1.0 | -7%
COc1ccc(C(=O)c2cc3ccc(O)cc3oc2=O)cc1 | -13% | -9% | 13% | . | -7.0 | -2% | 2.8 | -11%
COc1ccc(CN(C)C(=O)c2sccc2-c2ccccc2)c(OC)c1 | -14% | -8% | 15% | 3 | -0.4 | 24% | -3.7 | 0%
c1ccc(-c2cc3c(ccc4nonc43)nn2)cc1 | 23% | 0% | -7% | 8 | -1.4 | 3% | -3.7 | -6%
Cc1cc(C)c(OCC(=O)Nc2cccc(O)c2)cc1C | 8% | -6% | -2% | -2 | -3.0 | -30%[inhibitor][15.6 µM] | 0.3 | 6%
COCCCN1Cc2cccc(C(=O)O)c2C1=O | -9% | -7% | 4% | -1 | -1.2 | 6% | -2.3 | 0%
CCOc1cc(-c2c(C)c(C)nc(N)c2C#N)ccc1O | 0% | -5% | 0% | 9 | -3.4 | 9% | -0.4 | 1%
C[C@@]12CCC3[C@@](CCC4[C@@]3(C)CCC[C@@]4(C)C(=O)N3CCCCC3)(CC1=O)C2 (stereo partly specified) | 8% | -10% | 1% | -4 | -2.7 | 17% | -0.1 | 9%
CN(CCOc1ccc(Br)cc1)CC(=O)Nc1cccc(S(=O)(=O)NC2=NCCC2)c1 | -14% | 0% | -2% | 2 | -1.1 | 9% | 0.2 | 2%
O=C(c1ccccc1)N1CCC(O)(c2ccc3c(c2)OCO3)CC1 | 7% | -4% | 4% | 12 | -1.9 | 2% | 0.5 | -15%
Cc1ccc(NC(=O)NCCCl)cc1S(=O)(=O)N1CCOCC1 | 12% | -6% | -3% | -3 | 0.3 | 0% | -1.5 | 4%
CCOc1ccc(Cn2cc(F)c(=O)[nH]c2=O)cc1 | -11% | -8% | 4% | 2 | -1.3 | 2% | 1.1 | 5%
CC1=NN(c2ccc(Br)cc2)C(=O)/C1=C/c1ccc(-c2ccccc2C(=O)O)o1 | -3% | 12µM* | 9% | 3 | -3.0 | 6% | 1.7 | -23%[11.6 µM]
CCN1CCN(c2ccc(S(=O)(=O)N3CCOCC3)cc2NC(=O)c2cccc([N+](=O)[O-])c2)CC1 | 8% | 1% | 0% | 5 | 0.0 | 2% | 2.4 | 9%
C=CCN(CC=C)C(=S)NC(=O)c1ccc(-c2ccccc2)cc1 | -8% | -9% | 8% | -9 | 0.5 | -6% | 0.6 | -2%
Cc1cccc(-n2c(SCC(=O)Nc3nnc(C)s3)nnc2-c2ccoc2C)c1 | -2% | 1% | -4% | -5 | -1.3 | -1% | 0.6 | -2%
O=C(O)CSC1c2ccccc2C(=O)N1c1ccccc1 (stereo unspecified) | -5% | -5% | 0% | 2 | 1.7 | 0% | -2.5 | -2%
CCn1c(CNc2ccc(F)cc2)nnc1SCC(=O)OC1CCCCC1 | 7% | -6% | 8% | . | -5.5 | 0% | -1.6 | 4%
O=C(CSc1nccc(=O)[nH]1)N1N=C2/C(=C/c3ccco3)CCCC2C1c1ccco1 (stereo unspecified) | -18% | -17% | 1% | -58* | -2.6 | 8% | -3.5 | ?
CN(C)c1ccc(CNC(=O)c2ccc(CNc3c(N4CCCCC4)c(=O)c3=O)cc2)cc1 | -3% | -1% | -7% | 8 | -1.1 | 9% | 5.3 | -5%
O=C(Nc1ccccc1C(=O)NCCCN1CCOCC1)c1ccc(F)cc1F | 20% | -1% | -2% | 4 | -0.6 | 2% | -1.3 | 2%
CO[C@@H]1CN(C)C(=O)c2cc(NC(=O)Nc3ccc(Cl)cc3)ccc2OC[C@H](C)NC[C@H]1C | 9% | -7% | 7% | 3 | . | 5% | 0.5 | 4%
Oc1ccc(O)c(C=NNC(=S)NC2CC3CC2C2C=CCC32)c1 (stereo unspecified) | -2% | 7% | 14% | -16 | 0.5 | 8% | -0.9 | -2%
Cc1cc(C)c(NC(=O)CCc2c(C)noc2C)c(C)c1 | 5% | 4% | 0% | 7 | -2.7 | 7% | -5.5 | 6%
O=C(NCc1cccc(Cl)c1)C1Cc2c(-c3ccc(Cl)cc3)ccnc2O1 (stereo unspecified) | -14% | -2% | -1% | 0 | -0.5 | 6% | 0.4 | -5%
CCCCC(O)C1=C[N+](=O)CC=C1 (stereo unspecified) | 14% | -14% | 7% | -2 | 0.0 | 5% | 0.1 | 0%
Cc1ccc(NC(=O)CCc2ccccc2)cc1S(=O)(=O)N1CCOCC1 | -2% | -2% | 1% | 0 | 0.1 | 9% | -5.0 | -6%
CCN(CC)CC#CC(O)(c1ccccc1)c1ccccc1 | 5% | -9% | 3% | -6 | -1.1 | 7% | 0.4 | 6%
C=CCNC(=O)c1c[nH]c2ccc(S(=O)(=O)N(C)c3ccc(OCC)cc3)cc2c1=O | ? | -15% | -2% | 3 | -0.5 | -2% | -0.4 | -4%
COC(=O)Cn1c(CCS(=O)(=O)c2ccc(C)c(C)c2)nc2ccccc21 | 4% | -3% | -1% | . | 2.6 | 7% | -0.2 | -6%
Cc1cnc(C(=O)N2CCN(S(=O)(=O)c3cccc(Br)c3)CC2)cn1 | 15% | -11% | 1% | 3 | 1.1 | 13% | 0.9 | -3%
COC(=O)c1[nH]nc(-c2ccccc2)c1-c1ccccc1 | 10% | -7% | -7% | -5 | -1.5 | 8% | 0.6 | 3%
COc1ccc(Cc2nnc(-c3cccc(C)c3)o2)cc1OC | ? | -7% | 3% | 8 | -0.2 | 5% | 1.1 | -4%
CCN(CC(=O)NCc1cccs1)C(=O)/C=C/c1ccc(OC)c(OC)c1 | 0% | -1% | 9% | -3 | -0.2 | -2% | -3.6 | -6%
O=C(CCN1C(=O)/C(=C\c2ccccc2)SC1=S)NNC(=O)c1ccncc1 | -18% | -20% | 2% | -6 | 0.1 | 8% | -0.7 | -2%

Part of the list above, showing only EPAC1 ag and EPAC1 antagonist:
SMILES | EPAC1 ag | EPAC1 antagonist
COc1ccc(Cc2nnc(-c3cccc(C)c3)o2)cc1OC | 3% | ?
CCN(CC(=O)NCc1cccs1)C(=O)/C=C/c1ccc(OC)c(OC)c1 | 9% | 0%

(further entries)
SMILES | EPAC1 antagonist | PLK1 PBD inh | EPAC1 ag | PI5P4Ka inh | CCT chaperon mod | EPAC2 ag | IL-2 act | WRN inhibitor
Cc1cc(C)cc(NCc2cc(=O)oc3cc(-c4ccccc4)c(O)cc23)c1 | ? | -2% | 1% | 11 | -0.2 | -5% | -0.2 | -7%
CC(C)C(=O)Nc1csc(C(F)(F)F)c1-c1ccccc1 | 10% | 1% | -6% | 0 | -0.4 | 2% | 0.5 | 4%
COc1ccc(S(=O)(=O)N2CCOC2CNC(=O)C(=O)NCc2ccccn2)cc1 (stereo unspecified) | 9% | -1% | -21% | 4 | -1.8 | 6% | 0.9 | -5%
COC(=O)/C=C/c1ccccc1S(=O)(=O)N(Cc1ccccc1)Cc1ccco1 | -5% | -12% | 1% | -13 | -4.1 | 17% | 0.8 | -1%
C(=C\c1ccccc1)/CN1CCN(C(c2ccccc2)c2nnnn2C2CCCC2)CC1 (stereo unspecified) | 2% | 3% | -9% | -4 | 1.9 | 7% | -0.6 | 0%
CCC(C(=O)NC(C)(C)C)n1c(-c2ccc3c(c2)OCO3)nc2ccccc21 (stereo unspecified) | 0% | 0% | -18% | 2 | . | 2% | 0.5 | 8%
CCOc1cc(C(=O)Nc2cc(=O)n(C)c(=O)n2C)cc(OCC)c1OCC | 5% | -11% | -1% | -2 | -1.1 | 3% | -0.5 | 10%
O=C(O)CCC(=O)c1ccc2c(c1)OCCO2 | 4% | 0% | -2% | -7 | 0.0 | -1% | -1.8 | 5%
Cc1cc(CNC(=O)[C@H](C)[C@@H]2C[C@@]2(C)[C@@H](NC(=O)OCc2ccccc2)c2ccccc2)nn1C | ? | -16% | -4% | 2 | 0.4 | 13% | -0.1 | 10%
CC(NC(=O)C1CCN(CCOc2ccc(Cl)cc2)CC1)c1cccc2ccccc12 (stereo unspecified) | -4% | -17% | -2% | 19 | -0.3 | 14% | 0.0 | 6%
CSCCC(NS(=O)(=O)c1ccccc1F)C(=O)N1CC=C(c2ccccc2)CC1 (stereo unspecified) | 3% | 0% | -10% | -7 | 0.8 | 7% | 1.6 | -2%
CC(=O)c1cc(-c2ccccc2)n(CC(=O)N2CCCC2)c1C | -14% | -6% | -5% | -2 | 1.7 | 2% | -1.5 | 0%
O=C1NCC(c2ccccc2)C1C(=O)N/N=C/c1ccc(Cl)s1 (stereo unspecified) | 5% | -11% | 3% | 6 | -1.1 | 10% | -0.3 | 2%
CCOC(=O)c1nn(-c2ccccc2Cl)c(=O)cc1OCC(=O)Nc1cccc(OC)c1 | -22% | -7% | -42%[inhibitor] | 2 | -0.3 | 0% | 0.6 | -19%
CCN1C(=O)C2(Nc3ccccc3-c3nc4ccccc4n32)c2cc(OC)ccc21 (stereo unspecified) | -20% | -1% | -5% | -1 | -2.7 | 6% | 0.1 | -11%
CN(C)S(=O)(=O)c1cccc(NC(=O)COC(=O)c2c[nH]c(=O)[nH]c2=O)c1 | -12% | -3% | -1% | 2 | -3.8 | 0% | -2.8 | -29%
CCC(CC)C1C(C#N)=C(N)Oc2n[nH]c(C)c21 (stereo unspecified) | 0% | -13% | 0% | . | -0.4 | -6% | -3.6 | -11%
CCN(CC)S(=O)(=O)c1ccc(NC(=O)c2c(-c3ccccc3)noc2C)cc1 | -9% | 0% | -5% | -1 | -0.8 | 16% | -0.2 | -6%
NC(CCc1ccccc1)c1csc(Nc2nccc(C(F)(F)F)n2)n1 (stereo unspecified) | -2% | -4% | -2% | 1 | 0.8 | 7% | 0.6 | -2%
CCOC(=O)C1CCN(Cc2cc(C(C)(C)C)c(O)c(C(C)(C)C)c2)CC1 | ? | ? | -10% | 2 | -3.1 | -4% | -2.2 | 1%[57.1 µM]
CCC(C(=O)NCCCN1CCN(CC)CC1)n1nc(C)n2c(cc3occc32)c1=O (stereo unspecified) | -22% | -10% | 8% | 2 | -1.4 | 5% | -0.9 | -4%
COCCNC(=O)c1cc2nc(-c3ccccc3)cc(C)n2n1 | -11% | -5% | 0% | -2 | 1.6 | 4% | -0.1 | -19%
